H9c2 protect – protects H9c2 cardiomyocytes from peroxide injury; H2O2 injury protection, ATPLite, 2 h; protection from H2O2 cell death, % at 20 µM; 360,000 compounds, 0.63% hits; AID 588492;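 active = compounds giving at least 50% protection of heart cells from peroxide-induced death in the single-dose screen, raw or plate-pattern-corrected value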;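 note: 0% = DMSO wells with peroxide and 100% = DMSO wells without peroxide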
CaV13 FRET inh – Disruptors of the CACNA1D IQ motif to Ca2+-dependent inactivation inhibitor domain association, primary screening, Förster resonance energy transfer in intact living …; HEK cells, CFP/YFP FRET ICDI-IQ, plate reader, 10 min; percent FRET-ratio fall versus neutral wells; inhibition, % at 12.3 µM; 340,000 compounds, 0.098% hits;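 active = mean replicate inhibition of at least 30% and at least 1% of replicates passing that level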;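 note: 0% = median of the neutral control wells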
TRPM1 prom inh – reduces MITF-dependent TRPM1 promoter luciferase signal; SK-MEL-5 TRPM1 promoter luciferase, 24 h; inhibition, % at 12.5 µM; 330,000 compounds, 0.83% hits;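 active = mean inhibition across replicates of 60% or more, whatever share of single replicates reaches that level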; note: values of inactives mirror those of a sister screen read the other way
Shn3 inh set2 – inhibitors of Schnurri-3 3'UTR reporter in osteoblasts; Clone20 osteoblast Shn3 3'UTR firefly luciferase, 24 h; inhibition, % at 12.5 µM; 360,000 compounds, 0.52% hits;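 active = mean inhibition of at least 75% with every replicate also reaching 75%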;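 note: 0% = median of neutral control wells and 100% = pilot-screen positive control compound; some compounds past the cut are filed as inactive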
Peg3 prom inh – inhibitors of Peg3 promoter. HeLa PEG-Prom luciferase reporter, luminescence, overnight. inhibition, % at 20 µM. 360,000 compounds, 1.7% hits;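 active = inhibition of at least 50% at 20 µM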
PDI inh – inhibitors of human protein disulfide isomerase. P07237. PDI insulin aggregation turbidity, A650, 90 min. inhibition, % at 10 µM. 350,000 compounds, 0.052% hits;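 active = mean inhibition across replicates of 30% or more, whatever share of single replicates reach that level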;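 note: absorbance from insulin aggregation driven by PDI reduction with DTT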
Target sequence (P07237 whole entry, looked up): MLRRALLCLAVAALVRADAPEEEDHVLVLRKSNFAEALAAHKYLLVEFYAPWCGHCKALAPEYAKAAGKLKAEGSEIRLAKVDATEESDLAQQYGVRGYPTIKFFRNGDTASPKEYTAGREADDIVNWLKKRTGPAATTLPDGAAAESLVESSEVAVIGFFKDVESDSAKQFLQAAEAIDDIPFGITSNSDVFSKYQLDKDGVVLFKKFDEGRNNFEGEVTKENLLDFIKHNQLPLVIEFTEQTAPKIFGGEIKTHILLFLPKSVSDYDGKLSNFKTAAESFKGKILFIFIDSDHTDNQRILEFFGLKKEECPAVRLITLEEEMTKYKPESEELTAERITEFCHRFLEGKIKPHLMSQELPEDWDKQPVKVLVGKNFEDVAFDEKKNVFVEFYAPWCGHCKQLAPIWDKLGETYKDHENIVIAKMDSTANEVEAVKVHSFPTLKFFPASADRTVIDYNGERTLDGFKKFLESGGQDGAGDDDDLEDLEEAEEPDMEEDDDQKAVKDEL
iPSC survival up – increases survival of single human iPS cells | hiPSC single-cell survival, ATPlite luminescence; 100% = ROCK inhibitor wells, 0% = DMSO | survival enhancement, % at 20 µM | 360,000 compounds, 0.044% hits; in the data active = survival enhancement above about 18%;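 note: cells exposed to compounds for 16 hours before the ATP read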
HIF-2a inh – HIF-2a inhibition | 786-0 RCC cells HIF-2a reporter, luciferase luminescence, overnight | inhibition, % at 18.8 µM | 360,000 compounds, 0.72% hits;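 active = inhibition of the luminescence signal of 40% or more relative to plate controls, in a single-dose primary screen at 18.75 µM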
NR2E3 ag-1 – agonists of human nuclear receptor NR2E3; Q9Y5X4; GST-NR2E3/biotin-RetCOR TR-FRET, 1536-well; inhibition of corepressor binding, % at 4.78 µM; 320,000 compounds, 0.12% hits; AID 2300;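 active = percent inhibition above the cutoff of mean plus 3 SD of all tested compounds, set per screening campaign, cut at about 20% in these data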;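 note: 0% = DMSO wells and 100% = biotin wells as full block of FRET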
Target sequence (Q9Y5X4 whole entry, looked up): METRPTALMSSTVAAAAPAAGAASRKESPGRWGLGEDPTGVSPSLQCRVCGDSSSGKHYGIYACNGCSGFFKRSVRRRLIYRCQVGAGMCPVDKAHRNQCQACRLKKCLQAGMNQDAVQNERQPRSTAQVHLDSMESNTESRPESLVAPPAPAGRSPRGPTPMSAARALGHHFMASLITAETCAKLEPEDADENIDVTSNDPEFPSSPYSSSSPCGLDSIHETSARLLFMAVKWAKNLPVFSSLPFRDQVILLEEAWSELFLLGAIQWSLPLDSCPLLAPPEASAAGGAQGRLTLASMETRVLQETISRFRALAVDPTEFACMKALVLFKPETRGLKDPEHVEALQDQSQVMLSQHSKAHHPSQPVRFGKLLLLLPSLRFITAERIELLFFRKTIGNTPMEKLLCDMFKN
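Assay system: NR2E3–RetCOR corepressor complex. Quantity: 1.35 nM GST-NR2E3. Buffer or medium: pH 7.5 Tris-based buffer. Reagent: biotinylated RetCOR corepressor at 7 nM final. Schedule: 5 h at 4 °C. Detection: TR-FRET, emission read at 617 and 671 nm. Replicates: one well per compound, singlicate testing.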
m5-HT2A agonist – activates the mouse 5-HT2A serotonin receptor; P35363; CHO-K1 mHTR2A beta-arrestin complementation, luminescence; percent of 30 µM serotonin response; activation, % at 7.6 µM; 360,000 compounds, 0.66% hits; AID 624169;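 active = activation above a run cutoff, the mean activation of all tested compounds plus 3 SD, cut at about 14% in these data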;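 note: 0% = plate median of compound wells and 100% = 30 µM serotonin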
NR2E3 ag-2 – human photoreceptor-specific nuclear receptor agonism. Q9Y5X4. CHO-S Gal4-NCOR/VP16-NR2E3 two-hybrid, luciferase. inhibition of corepressor binding, % at 3.98 µM. 360,000 compounds, 0.35% hits. AID 602229;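 active = inhibition above the mean of all tested compounds plus 3 SD, cut at about 70% in these data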;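 note: 0% = DMSO with NR2E3 transfected cells and 100% = cells lacking NR2E3 construct; higher means lower luciferase signal from less NR2E3 corepressor binding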
* marks the source's active call; other numbers are inactive results; . = no result given.

nr | mol | H9c2 protect | CaV13 FRET inh | TRPM1 prom inh | Shn3 inh set2 | Peg3 prom inh | PDI inh | iPSC survival up | HIF-2a inh | NR2E3 ag-1 | m5-HT2A agonist | NR2E3 ag-2
1 | CCOc1ccc(N2CC(C(=O)Nc3nnc(SCCOC)s3)CC2=O)cc1 (stereo not given) | -4 | -4 | 2 | 7 | 16 | 4 | 0.7 | 10 | 3 | 4 | 3
2 | COc1ccccc1N1CCN(C2CCCCC2NS(=O)(=O)c2ccc(Cl)cc2)CC1 (stereo not given) | 2 | . | 1 | -1 | 31 | -6 | -0.5 | 13 | 3 | 0 | 16
3 | Cc1cc(=O)c2ccc(Cl)cc2[nH]1 | 9 | -4 | -7 | -6 | 10 | -1 | 2.6 | 13 | -2 | -5 | -12
4 | C[C@H](CO)N1C[C@H](C)[C@@H](CN(C)Cc2ccc(C(=O)O)cc2)Oc2c(NS(=O)(=O)c3cn(C)cn3)cccc2C1=O | 12 | -4 | -9 | 6 | 0 | -72 | 3.2 | 4 | . | -3 | 5
5 | CC(C)Cn1cnc2c(SCc3ccccc3F)nc(N)nc21 | -12 | -10 | -25 | -13 | -194 | -48 | -1.7 | -202 | . | -7 | -95
6 | Cn1cccc1/C=N/N1CCN(Cc2ccccc2)CC1 | 8 | 8 | 1 | 18 | -13 | 9 | -0.3 | -15 | -3 | -1 | -6
7 | O=C(CSc1nc2ccccc2s1)Nc1cc(C(=O)O)cc(C(=O)O)c1 | 5 | -19 | 10 | -11 | 9 | 4 | -0.8 | -7 | 0 | 9 | -19
8 | CCOC(=O)c1ccc(CNCc2ccc(C)cc2)cc1 | 7 | -4 | 6 | -15 | -8 | 12 | 1.2 | 1 | -2 | 4 | -31
9 | CCN(CCCNC(=O)CC1Oc2ccc(C)cc2NC1=O)Cc1ccccc1 (stereo not given) | 3 | -2 | 4 | -16 | -9 | . | 4.9 | 10 | -1 | 3 | -8
10 | CC(C)(C)OC(=O)NCC(=O)N1CCC(C(=O)O)CC1 | 13 | 1 | -5 | -4 | 6 | -16 | -1.0 | 8 | 3 | 9 | -10
11 | O=C(Nc1ccccc1Cl)c1cc(=O)c2ccccc2o1 | 12 | 6 | -79 | -110 | -281 | 0 | 0.1 | -256 | -3 | 3 | -22
12 | CN(C)S(=O)(=O)c1cccc(C(=O)Nc2cc(S(=O)(=O)N3CCOCC3)ccc2O)c1 | -3 | -5 | 4 | -5 | 2 | 16 | 0.0 | 12 | . | 3 | -8
13 | Cc1ccc(-c2nnn(Cc3nc4ccccc4s3)n2)cc1 | -16 | -5 | -6 | -14 | -212 | 2 | -2.0 | -192 | 2 | 1 | -80
14 | CCOC(=O)Nc1ccc(C(=O)c2ccncc2)cc1 | 0 | -5 | -6 | 15 | 3 | 14 | -0.1 | 3 | 6 | -1 | -15
15 | CCOC(=O)C(=O)Nc1cc(Cl)ccc1C | 1 | -4 | 1 | -15 | 2 | -7 | -0.1 | 6 | -3 | -2 | 1
16 | O=C(CSc1ncn[nH]1)c1ccco1 | 6 | -4 | 11 | 1 | 0 | -4 | -0.5 | 11 | 0 | 2 | -21
17 | CN(CC(=O)N1CCC(C(N)=O)CC1)S(=O)(=O)c1ccc2ccccc2c1 | 2 | -5 | -12 | -22 | 4 | -3 | -0.1 | 9 | 5 | 0 | 4
18 | CC(=O)CC(=O)Nc1ccc(Cl)cn1 | 5 | -3 | 2 | -4 | 1 | 9 | 0.9 | 15 | 4 | -1 | -33
19 | COc1ccc2cc3c(N)nn(C(=O)Cc4ccccc4OC)c3nc2c1 | 16 | -5 | 27 | 4 | 42 | 3 | -1.9 | 36* | -1 | 5 | -14
20 | COC(=O)Cn1c(C)nc2c(sc3nc(C)cc(C)c32)c1=O | -16 | . | -90 | . | -274 | 16 | -0.5 | -225 | -4 | -4 | -104
21 | Cc1onc(-c2ccccc2Cl)c1C(=O)NCc1ccc(N2CCCC2=O)cc1 | 4 | -5 | 13 | 4 | 8 | -4 | 1.1 | 15 | 3 | 2 | -16
22 | CCn1ccnc1CNCc1ccc(OCC(O)CN(C)Cc2ccccc2)cc1 (stereo not given) | 5 | -6 | 1 | -17 | -12 | -16 | -0.5 | 3 | 2 | -3 | 8
23 | COC(=O)CCC(C)C1CCC2C3CCC4CC(O)CCC4(C)C3CC(O)C12C (stereo not given) | -10 | . | 0 | 11 | -1 | . | -2.1 | 7 | . | 5 | -29
24 | O=C(COC(=O)c1ccccn1)Nc1ccc(S(=O)(=O)N2CCOCC2)cc1 | 0 | . | -4 | -7 | 11 | 5 | -0.1 | 12 | 1 | 3 | -3
25 | CCN1C2=NCCCN2c2ccccc21 | 12 | -1 | 2 | -21 | 6 | 2 | 2.5 | 15 | 1 | 7 | -14
26 | C=CC(COCc1ccccc1)N(Cc1ccc(OC)cc1)S(=O)(=O)c1ccccc1Br (stereo not given) | -12 | -7 | 5 | 45 | 16 | -2 | -1.8 | 12 | 1 | -2 | 19
27 | COc1cccc(NC(=O)CN(C)C(C)C(=O)Nc2cc([N+](=O)[O-])ccc2Cl)c1 (stereo not given) | 3 | -2 | 2 | -6 | -7 | 6 | -0.4 | 6 | 3 | 4 | -21
28 | CC(NC(=S)NCCN1CCOCC1)C12CC3CC(CC(C3)C1)C2 (stereo not given) | -2 | -6 | -9 | 19 | 2 | 6 | -0.1 | 14 | 2 | -3 | -2
29 | Cc1ccc(OCC(=O)N/N=C/c2ccncc2)cc1C | -2 | -2 | -9 | 7 | -1 | 12 | -0.7 | 9 | 4 | -4 | -31
30 | O=S(CCc1ccncc1)Cc1ccccc1 (stereo not given) | 6 | 1 | -6 | 10 | 13 | -2 | -4.1 | -7 | 0 | 1 | -4
31 | CCOc1ccc(/C=C(\C)C(=O)c2c(C)cc(C)[nH]c2=O)cc1 | 8 | -5 | 8 | -1 | 6 | -6 | -0.3 | 23 | -3 | 2 | 2
32 | NC(=O)c1cccc(-c2ccnc3c2CC(C(=O)NCCc2ccccc2)O3)c1 (stereo not given) | 3 | -5 | . | -7 | 18 | 0 | 0.0 | 13 | . | -1 | -9
33 | CC(=O)Nc1ccc(Nc2cc(C)nc3ccccc23)cc1 | 14 | -2 | -6 | -20 | 10 | 2 | -0.7 | 5 | 0 | 5 | -23
34 | CCn1c2ccccc2c2nnc(SCC(=O)Nc3ccc4c(c3)OCO4)nc21 | 4 | . | -3 | -30 | -17 | -10 | 5.0 | -36 | 4 | -1 | -32
35 | O=C(CNS(=O)(=O)c1cccs1)N1CCc2ccccc2C1 | 2 | . | -41 | -27 | -127 | -5 | 0.3 | -129 | 1 | 2 | -71
36 | COc1ccc(OCC(O)CN2CCN(CC(O)COc3ccc(OC)cc3)CC2)cc1 (stereo not given) | 8 | -5 | -4 | 4 | 13 | 10 | -0.5 | 13 | . | -3 | -6
37 | COc1ccc(/C=N/NC(=O)Cn2nnc3ccccc32)cc1OC | 5 | -13 | -10 | -19 | 0 | 0 | 1.1 | -22 | -1 | -2 | -7
38 | COc1ccc(N2CC(NC(=O)NCCC(C)C)CC2=O)cc1 (stereo not given) | 2 | -15 | 3 | -5 | 13 | 4 | 0.3 | 17 | 3 | 2 | 11
39 | C=C(C)c1cccc(C(C)(C)NC(=O)N2CCN(CC(N)=O)CC2)c1 | -8 | -5 | 4 | -2 | -12 | 21 | -0.6 | 16 | 1 | 0 | -1
40 | COc1ccc(/C=N/NC(=O)CN2CCSCC2)c(OC)c1 | -5 | -4 | 6 | 1 | -3 | -9 | 2.5 | 13 | -1 | -3 | -21
41 | COc1ccc(N(C(=O)Cn2nnc(-c3ccc(F)cc3)n2)C(C)C(=O)NC2CCCC2)cc1 (stereo not given) | 1 | -2 | 10 | -10 | 21 | -3 | -0.6 | 15 | 3 | -3 | -14
42 | Cc1ccccc1NC(=O)Cn1nnc2sc3c(c2c1=O)CC(C)(C)OC3 | 6 | -4 | 6 | -26 | 2 | 4 | 0.8 | 3 | -2 | 5 | -27
43 | COc1ccc(C2SCC(=O)N2CC23CC4CC(CC(C4)C2)C3)cc1 (stereo not given) | -7 | -7 | -12 | -9 | 19 | 1 | 1.0 | -6 | -1 | 0 | -11
44 | Cc1ccccc1NC(=O)C(C)OC(=O)C1CCCO1 (stereo not given) | 12 | 2 | . | -4 | -5 | 2 | 4.0 | 7 | . | -3 | -26
45 | COc1cc(C(=O)NCc2ccc3c(c2)OCO3)ccc1OCc1c(C)noc1C | 3 | -4 | 2 | 15 | 8 | 8 | 1.5 | 3 | -3 | -7 | -1
46 | CCCCOC(=O)Nc1ccc(C(=O)OC)cc1 | -7 | -5 | -65 | -29 | -235 | 6 | 5.5 | -195 | 0 | -1 | -72
47 | Cc1ccccc1NC(=O)Cc1nc(CCl)cs1 | 9 | -6 | 6 | 7 | 7 | -2 | 0.6 | 11 | 2 | 1 | -15
48 | O=C(O)c1cccc(CSc2nnc(-c3ccc(Cl)cc3)o2)c1 | -2 | -2 | 12 | 21 | -40 | -2 | -0.5 | 70* | 3 | -1 | -39
49 | CCN1C/C(=N\S(=O)(=O)/N=C2\CN(CC)C(=O)N2CC)N(CC)C1=O | 5 | -4 | -1 | -14 | -1 | 0 | 1.3 | 7 | -1 | 1 | 3
50 | Cc1ccccc1CN(c1ccc(C(=O)NCCC2=CCCCC2)cc1)S(C)(=O)=O | 5 | -4 | 3 | 14 | 27 | -12 | 1.0 | 16 | 1 | -4 | 4

(next part)
nr | mol | H9c2 protect | CaV13 FRET inh | TRPM1 prom inh | Shn3 inh set2 | Peg3 prom inh | PDI inh | iPSC survival up | HIF-2a inh | NR2E3 ag-1 | m5-HT2A agonist | NR2E3 ag-2
51 | O=C(NCCO)c1cccc2c1C(=O)c1ccccc1-2 | 2 | -9 | -3 | 10 | 11 | 1 | -1.2 | 6 | -3 | -5 | -24
52 | O=C(NCCCNC(=O)c1ccccn1)c1ccc(F)cc1 | 6 | -19 | 12 | 12 | 22 | 5 | -0.1 | 18 | 4 | 1 | -6
53 | COc1cc(/C=N/n2c(C)nc3ccccc3c2=O)cc(OC)c1O | -6 | -19 | 1 | 2 | 13 | 2 | 0.3 | 11 | -3 | 5 | -6
54 | Cc1ccc(-c2ccc(=O)n(CC(=O)NCCN(C)C)n2)cc1 | -4 | -16 | -2 | 13 | -2 | -3 | 0.3 | 7 | -4 | 0 | -13
55 | COc1c2ccoc2nc2c(OC)c(OC[C@@H](O)C(C)(C)O)ccc12 | 17 | -4 | -5 | -13 | -1 | -3 | -1.7 | -18 | 1 | 3 | 17
56 | CNC(=O)c1nc(C)n(-c2cc(Cl)ccc2Cl)n1 | 4 | -6 | 11 | -10 | 11 | 1 | 0.9 | 21 | -1 | -1 | -4

Assay outcomes: PubChem, several laboratories
